PriA SSB inh – inhibitors of Klebsiella pneumoniae PriA binding to SSB C-terminal tail, primary screen, biochemical, AlphaScreen | PriA–SSB C-terminal tail interaction (Klebsiella pneumoniae) | AlphaScreen SSBct-PriA binding, biotinylated peptide | inhibition, % at 33 µM | 430,000 tested, 0.6% active; in the data active means inhibition mostly above about 37%, no sharp cut-off; inactive means mostly below about 20%;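 further: plate controls were negative control peptide for no effect and reference peptide for full effect; strong numbers were not always called active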
SARS 3CLpro inh – SARS-CoV 3CLpro protease inhibitors, primary screen, biochemical, quenched FRET | recombinant SARS-CoV 3CLpro, quenched FRET peptide cleavage | inhibition, % at 6 µM | AID 1706, 2009 | 290,000 tested, 0.14% active; in the data active means inhibition above about 12%
TcdB GH inh – TcdB glycohydrolase inhibitors, primary screen, biochemical, single point, plate reader | Toxin B (Clostridioides difficile), P18177 | AID 652162, 2013 | inhibition, % at 9.99 µM | 350,000 tested, 0.24% active | TcdB glycohydrolase enzymatic assay; in the data active means inhibition above about 10%
BoNT-A LC inh2 – BoNT/A light chain protease inhibitors, primary screen, biochemical, flow cytometry, MLPCN library | Botulinum neurotoxin type A light chain protease (Clostridium botulinum A str. ATCC 3502) | multiplex microsphere protease substrate cleavage | inhibition, % at 10 µM | 360,000 tested, 0.17% active; further: plate controls were buffer without enzyme for full effect and enzyme alone for no effect
PfHsp40 yeast – rescue of yeast from PfHsp40 toxicity, primary screen, S. cerevisiae, ATP luminescence | growth rescue, % at 12.5 µM | S. cerevisiae expressing PfHsp40, growth rescue | 340,000 tested, 0.68% active; in the data active means growth rescue above about 28%, passing the limit was not always enough;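 further: yeast W303a lacking pdr1 and pdr3 grown in galactose medium; growth measured after three days at 30 °C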
Anthrax LF prot – Bacillus anthracis LF protease inhibitors, primary screen, biochemical, multiplex microsphere, MLPCN library | 360,000 tested, 0.12% active | multiplex microsphere protease cleavage assay | inhibition, % at 10 µM | Lethal factor (Bacillus anthracis), P15917; further: plate controls were buffer without enzyme for full effect and enzyme alone for no effect
Target sequence (P15917 whole entry, looked up): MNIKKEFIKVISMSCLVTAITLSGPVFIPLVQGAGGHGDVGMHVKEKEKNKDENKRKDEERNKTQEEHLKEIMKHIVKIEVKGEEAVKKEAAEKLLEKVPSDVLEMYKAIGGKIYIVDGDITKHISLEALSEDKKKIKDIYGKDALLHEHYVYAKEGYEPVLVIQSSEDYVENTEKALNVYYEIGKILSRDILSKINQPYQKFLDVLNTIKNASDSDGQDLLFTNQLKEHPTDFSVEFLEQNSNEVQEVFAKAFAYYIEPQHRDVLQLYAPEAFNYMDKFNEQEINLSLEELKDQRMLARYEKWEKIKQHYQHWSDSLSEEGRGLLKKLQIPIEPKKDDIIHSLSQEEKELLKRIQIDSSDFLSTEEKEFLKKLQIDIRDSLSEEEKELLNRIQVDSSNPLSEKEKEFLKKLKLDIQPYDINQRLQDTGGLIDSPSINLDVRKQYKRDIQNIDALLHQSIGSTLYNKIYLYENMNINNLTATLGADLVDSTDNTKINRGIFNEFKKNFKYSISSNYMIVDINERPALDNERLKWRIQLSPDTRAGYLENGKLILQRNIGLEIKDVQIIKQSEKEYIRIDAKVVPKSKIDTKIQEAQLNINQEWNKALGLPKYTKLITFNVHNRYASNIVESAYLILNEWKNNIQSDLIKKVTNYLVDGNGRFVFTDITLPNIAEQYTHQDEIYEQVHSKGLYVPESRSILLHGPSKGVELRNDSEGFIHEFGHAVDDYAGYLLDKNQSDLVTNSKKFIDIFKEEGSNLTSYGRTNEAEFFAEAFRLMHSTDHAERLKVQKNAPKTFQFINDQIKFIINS
Vc quorum ag – inducers of Vibrio cholerae quorum light production without autoinducers, primary screen, BH1578 luxS cqsA deficient, single point | V. cholerae BH1578 lux reporter, luminescence, 6 h | activation, % at 18.7 µM | 350,000 tested, 0.16% active; in the data active means activation mostly above about 9.7%, no sharp cut-off; further: not every result past the cut was called active; inactives centre near 0; reference of the scale not given here
Yp Topo-I inh – Yersinia pestis topoisomerase I inhibitors, primary screen, biochemical, cleavage product accumulation, plate reader, single point | 360,000 tested, 0.064% active | DNA topoisomerase I (Yersinia pestis CO92) | activity, % at 10 µM | Y. pestis Topo-I cleavage product accumulation; in the data active means activity above about 50%, passing the limit was not always enough; further: inactives centre near 2
DUSP3 inh – VHR1 phosphatase inhibitors, primary screen, biochemical, absorbance, uHTS | Dual specificity protein phosphatase 3 (Homo sapiens), P51452 | recombinant VHR phosphatase, pNPP absorbance | inhibition, % at 13.3 µM | 290,000 tested, 0.52% active; in the data active means inhibition above about 50%; further: some compounds called inactive have numbers as strong as hits
Target sequence (P51452 whole entry, looked up): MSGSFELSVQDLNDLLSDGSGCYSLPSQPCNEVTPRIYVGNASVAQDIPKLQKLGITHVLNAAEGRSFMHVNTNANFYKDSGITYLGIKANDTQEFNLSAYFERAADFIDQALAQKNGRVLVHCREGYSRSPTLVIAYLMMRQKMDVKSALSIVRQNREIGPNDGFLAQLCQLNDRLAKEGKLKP
CCHFV vOTU inh – CCHFV vOTU protease inhibitors, primary screen, biochemical, Pep-AMC substrate, fluorescence; Crimean-Congo hemorrhagic fever virus L polyprotein viral ovarian tumor (vOTU) protease …; inhibition, % at 11.5 µM; 370,000 tested, 0.55% active; AID 651958, 2012; in the data active means inhibition above about 30%; further: 0% = vehicle wells with enzyme and 100% = no enzyme wells
The depositor's hits bear a star; i = inactive; . = not tested or not shown; & = joins results of further samples. Unless noted, no stated cut-off is given here; in the data, active means inhibition above about 30%; inconclusive means no clear call, values can overlap the other calls; inactive means below that. Some of the compounds tested (hit frequency here may not be typical).

canonical_smiles	PriA SSB inh	SARS 3CLpro inh	TcdB GH inh	BoNT-A LC inh2	PfHsp40 yeast	Anthrax LF prot	Vc quorum ag	Yp Topo-I inh	DUSP3 inh	CCHFV vOTU inh
O=C(COc1ccc(S(=O)(=O)Nc2ccccc2)cc1)NCc1ccncc1	-22	1	2.5	-0.9	-0.8	-9	i	-10	-3	-9
Cc1nn(-c2cccc(Cl)c2)nc1C(=O)Nc1cccc(C(=O)NC2CC2)c1	0	.	0.7	-2.9	0.0	-4	i	21	.	15
Cc1ccc(S(=O)(=O)Cn2nnnc2C(C(C)C)N2CCC(C(N)=O)CC2)cc1 (stereo unspecified)	-11	-1	0.0	-0.4	0.3	0	-0.1	-7	19	7
COc1ccc(C2=CSC3=NCCN23)cc1F	-7	3	.	-0.1	0.2	-2	-0.4	-2	32	2
COc1ccc(CNC(=O)CSc2nnc3c(n2)[nH]c2ccc(F)cc23)cc1	-11	1	-2.9	-5.8	0.7	8	-0.5	6	47	12
CC(C)c1ccc(CN(C(=O)c2ccco2)C2CCS(=O)(=O)C2)cc1 (stereo unspecified)	-1	-2	1.1	-1.6	-0.3	3	0.0	-7	26	-20
Oc1ccccc1-c1nc(NCC2CCCO2)c2ccccc2n1 (stereo unspecified)	-48	0	.	1.4	13	0	-0.4	-9	-5	4
COc1cc(N/C(=N/S(=O)(=O)c2ccccc2)c2ccccc2)ncn1	.	-4	.	-0.1	0.5	0	i	-4	-10	-4
CCn1c(C)cc(/C=C2\NC(=O)N(CC(=O)Nc3ccc(F)cc3)C2=O)c1C	-1	5	1.1	-1.0	1.4	1	-0.3	0	-15	-9
COC(=O)c1ccc(NC(=O)C2CC(=O)N(c3cc(C)ccc3C)C2)cc1 (stereo unspecified)	0	-5	.	-0.8	-0.9	-5	-0.1	8	-1	-6
COc1cc(NC(=O)Cn2nnc(-c3ccccc3N)n2)cc(OC)c1	4	-5	.	-1.3	0.1	-4	i	-7	7	9
O=C(CCCNS(=O)(=O)c1cccc2nsnc12)NCc1ccccc1	-17	5	.	2.1	-0.8	6	-0.3	-5	1	-3
COc1ccc(S(=O)(=O)N(NC2=NS(=O)(=O)c3ccccc32)C(=O)C(C)C)cc1	-10	3	-1.5	0.3	0.0	-2	-0.3	-7	18	12
O=C(COC(=O)c1ccncc1)Nc1cccc(Cl)c1	0	6	.	0.9	-0.5	2	i	-6	18	7
O=[N+]([O-])c1ccc(N2CCCNCC2)c2ncccc12	0	-2	2.6	2.0	-1.3	-14	-0.8	1	33	-7
Cc1cc(NC(=O)CN2C(=O)NC(C)(c3ccccc3)C2=O)no1 (stereo unspecified)	-15	-1	.	0.8	-0.5	-2	-5.6	-3	31	2
COc1cccc(CN(C)C(=O)Cn2cc(C)c(=O)[nH]c2=O)c1	-4	.	-1.9	-0.2	-0.6	0	-0.7	1	.	19
Cc1ccc(-c2nc3ccc(C)cn3c2Cc2ccsc2)cc1	.	.	1.5	0.6	.	2	.	.	.	0
CC1CCC(NC(=O)C2c3ccccc3C(=O)N2Cc2ccc3c(c2)OCO3)CC1 (stereo unspecified)	2	-1	2.0	-0.5	-0.6	-4	-0.5	10	-14	-1
O=[N+]([O-])c1ccccc1NCc1ccc(Cl)cc1	2	-1	.	.	.	.	.	.	5	2
CN(Cc1ccco1)S(=O)(=O)c1nnc(NC(=O)c2ccc(F)cc2)s1	-23	3	1.1	-0.8	0.3	0	6.7	-5	-4	13
CCOC(=O)c1c(NC(=O)c2nn(CC)cc2Br)c(C#N)nn1-c1ccccc1	-8	2	.	0.2	-0.3	-1	i	4	-16	0
CC(C)(C)OC(=O)N1CCN(c2ccc(CNC(=O)c3ccc(Cl)cc3)cc2)CC1	2	3	.	0.2	4.5	-2	-0.7	4	20	2
Cn1c(SCc2ccccc2Cl)nnc1-c1cnccn1	-6	-1	.	2.7	1.3	-5	i	14	7	-3
Cc1cccc(NC(=S)Nc2cccc(C)n2)n1	-4	0	1.0	-3.5	1.2	-6	i	-3	13	14
CN1C=CC=C/C1=C1\SC(=S)N(c2ccccc2)C1=O	9	1	.	-0.4	0.0	-4	-0.2	3	15	-1
CCOCCn1c(CCCO)nc2ccccc21	-13&-9	3	.	-0.2	1.3	-5	-1.0	7	29	-1
O=C(Nc1c2c(nn1-c1ccccc1)CS(=O)C2)c1ccc2c(c1)OCO2 (stereo unspecified)	-3	-2	0.5	-0.9	0.1	-5	-0.4	7	18	5
COc1ccc(N(CC(=O)Nc2ccc(C)c(C)c2)S(=O)(=O)c2c(C)noc2C)cc1	-10	5	0.1	0.8	0.7	-2	-0.3	10	2	10
COc1ccc(C2CC(C(F)(F)F)n3nc(C(=O)NCc4c(C)nn(C)c4C)c(Cl)c3N2)cc1 (stereo unspecified)	-25	-2	.	-0.5	-0.3	-5	-7.7	2	-15	-11
COC(=O)C1=C(C)N(c2ccc(C)c(C)c2)/C(=C/c2cccs2)C1=O	-4	-3	-8.1	0.5	-0.1	-1	-0.3	6	14	6
CCNC(=O)NC(=O)C(C)OC(=O)c1ccc(-n2nc(SC)sc2=S)cc1 (stereo unspecified)	9	1	-0.8	-1.2	0.2	1	i	28	8	10
CC1CC(C)CN(C(=O)Cn2c(-c3nonc3N)nc3ccccc32)C1 (stereo unspecified)	-10	2	.	-0.6	-0.2	-6	-0.4	-5	27	15
CCOC(=O)c1c(CN2CCCCC2)oc2ccc(OC)cc12	8	-5&-5	0.9	0.6&-1.0	0.3&1.1	0&-6	-1.8&-0.2	8&16	17&11	2&-8
CCn1c(=O)c(C(=O)Nc2ccc(C)cc2C)c(O)c2ccccc21	3	-12	.	-1.2	-2.1	8	1.2	-12	11	.
Cc1cc(C)nc(N(C#N)S(=O)(=O)c2ccccc2)n1	-11	-10	.	0.7	-1.8	0	-0.6	5	1	-9
N#Cc1c(NC(=O)C2CCCO2)sc2c1CCCCC2 (stereo unspecified)	-17	3	0.8	-0.5	1.1	-6	i	6	9	16
CCCCC(=O)NC(c1ccccc1Cl)c1ccc2cccnc2c1O (stereo unspecified)	-14	4	1.7	-3.7	-1.1	3	i	-1	-6	4
CC(OC(=O)c1cnc(Cl)c(Cl)c1)C(=O)NCc1ccccc1 (stereo unspecified)	-9	.	0.6	-0.2	0.0	-5	-0.6	6	.	-3
Cc1cccc(/C=C(\C#N)C(=O)Nc2ccccn2)c1	-1	-6	0.4	0.9	0.0	1	i	2	-1	7
CCc1cccc(C)c1NC(=O)COC(=O)c1c2c(nc3ccccc13)/C(=C\c1cccs1)CCC2	3	-1	.	1.6	-0.8	-2	-0.3	-6	-3	-18
CCOc1ccc(/C=C2/SC(=S)N(C(C(=O)O)c3ccccc3)C2=O)cc1OCC (stereo unspecified)	-6	2	3.0	0.0	9.6	-3	0.1	8	6	-8
COc1ccc(S(=O)(=O)N2CCN(C)CC2)cc1C(=O)N1CCCCC1	6	-3	-0.8	0.3	1.6	0	7.7	0	10	15
O=C(Nc1ccc(S(=O)(=O)Nc2cnc3ccccc3n2)cc1)c1ccc(Cl)c([N+](=O)[O-])c1	2	6	-1.0	5.0	1.0	-1	0.7	-2	-6	11
COc1ccc(C(c2nnnn2C2CCCCC2)N2CCN(C)CC2)c(OC)c1 (stereo unspecified)	1	-1	1.3	0.4	-0.5	-2	i	-2	13	-14
COc1ccccc1C(=O)NN1C(=O)C2C3C=CC(O3)C2C1=O (stereo unspecified)	-21	-1	.	0.7	0.7	-1	i	-6	14	0
COc1ccccc1C1c2c(C)nn(-c3ccccc3)c2NC(=O)C1NC(=O)c1ccccc1 (stereo unspecified)	4	3	.	-1.0	-1.5	2	3.6	9	8	-5
CC(Oc1cccc(Cl)c1)C(=O)Nc1ccccc1N1CCCC1 (stereo unspecified)	-17	.	1.2	4.1	.	-3	-0.7	-4	.	3
CC(C)NC(=O)CSc1c2c(nc3ccccc13)CCCC2	0	0	1.2	-1.1	-1.3	-3	-0.4	-4	-5	2
NS(=O)(=O)c1ccc(CCNC(=O)CNC(=O)c2ccc(F)cc2)cc1	-10	5	0.8	-0.8	-1.6	3	0.2	1	12	4
CN(CC(=O)Nc1ccccc1Cl)CC(=O)Nc1sc2c(c1C(N)=O)CCC2	4	.	-7.9	1.2	-1.0	-3	0.2	5	.	7
O=C(CSc1ncc(S(=O)(=O)c2ccccc2)c(=O)[nH]1)Nc1ccccc1Cl	7	-2	-2.3	-0.2	1.5	-11	-0.4	5	6	6
COc1ccc(NC(=O)CN(C)CCOc2ccc(Cl)cc2)cc1OC	8	-4	-0.4	-3.4	-2.1	7	-0.4	21	14	11
Cc1c(C(=O)N(CCc2ccccc2)Cc2ccccc2)cccc1[N+](=O)[O-]	-3	4	-0.7	-1.2	0.7	-2	-3.6	24	-7	8
COc1ccc(OC)c(NS(=O)(=O)c2ccc(Cl)nc2)c1	-5	-5	.	-2.1	-0.5	-2	-0.4	-5	-5	-16
O=C(c1ccc2c(c1)OCO2)N1CCNc2ccccc2C1	-12	2	.	-0.3	-1.4	-1	i	-1	6	16
Cc1ccc(Nc2cc(Cl)nc(N)n2)c([N+](=O)[O-])c1	5	.	0.9	-0.3	-1.1	-6	2.9	5	.	12
O=C(NCCc1ccccc1F)C1CC(=O)N(c2ccccc2)C1 (stereo unspecified)	-21	1	-1.5	-2.0	-0.5	-4	i	0	26	-6
Cn1c(SCC#N)nnc1-c1cnccn1	2	-4	.	0.2	1.9	-3	i	7	-10	-3
CCCCn1c(N)c(N(CCC(C)C)C(=O)c2[nH]c(C)c(C(=O)OCC)c2C)c(=O)[nH]c1=O	19	.	2.4	3.6	-1.4	3	-0.9	-9	.	0
CS(=O)(=O)Nc1ccc(C(=O)N2CCc3ccccc3C2)cc1	-6	6	0.7	-1.8	-0.3	-1	-0.4	1	22	-6

Taken from the listing (4 entries):
canonical_smiles	PriA SSB inh	SARS 3CLpro inh	TcdB GH inh	BoNT-A LC inh2	PfHsp40 yeast	Anthrax LF prot	Vc quorum ag	Yp Topo-I inh	DUSP3 inh	CCHFV vOTU inh
Cc1nn(-c2cccc(Cl)c2)nc1C(=O)Nc1cccc(C(=O)NC2CC2)c1	0	.	0.7	-2.9	0.0	-4	i	21	.	15
Cc1ccc(S(=O)(=O)Cn2nnnc2C(C(C)C)N2CCC(C(N)=O)CC2)cc1 (stereo unspecified)	-11	-1	0.0	-0.4	0.3	0	-0.1	-7	19	7
COc1ccc(C2=CSC3=NCCN23)cc1F	-7	3	.	-0.1	0.2	-2	-0.4	-2	32	2
COc1ccc(CNC(=O)CSc2nnc3c(n2)[nH]c2ccc(F)cc23)cc1	-11	1	-2.9	-5.8	0.7	8	-0.5	6	47	12

Compound activity from PubChem BioAssay.
